SENP8 block-1: inhibitors of human SENP8 protease. Q96LD8. inhibition, % at 10 µM. AID 2540. actives 1.2% (n = 330,000). purified SENP8, Z-RLRGG-aminoluciferin cleavage, luminescence; in the data active means inhibition above about 50%
SENP7 block: SENP7 protease inhibition | recombinant SENP7, Z-RLRGG-aminoluciferin luminescence, 40 min | inhibition, % at 5 µM | actives 1.5% (n = 330,000) | AID 434973;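 active means inhibition above about 50% at the single test dose, limit read from the data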;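 further: plate controls were DMSO with enzyme for no effect and no enzyme buffer wells for full effect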
SENP6 inh: SENP6 protease inhibition; inhibition, % at 10 µM; actives 1.8% (n = 330,000); Q9GZR1; Recombinant SENP6 catalytic domain, aminoluciferin luminescence;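 active means inhibition above about 50% at the single tested dose, limit read from the data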;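 further: plate controls were DMSO wells with enzyme for no effect and DMSO wells lacking enzyme for full effect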
Apaf-1 inh: human Apaf-1 inhibition; O14727; reconstituted apoptosome caspase-3 activity, DEVD-Rh110 fluorescence; inhibition, % at 20 µM; actives 0.71% (n = 330,000); active means inhibition of at least 40% at 20 µM;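 further: plate controls were DMSO wells for no effect and DEVD-CHO caspase inhibitor wells for full effect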
Target sequence (O14727 whole entry, looked up): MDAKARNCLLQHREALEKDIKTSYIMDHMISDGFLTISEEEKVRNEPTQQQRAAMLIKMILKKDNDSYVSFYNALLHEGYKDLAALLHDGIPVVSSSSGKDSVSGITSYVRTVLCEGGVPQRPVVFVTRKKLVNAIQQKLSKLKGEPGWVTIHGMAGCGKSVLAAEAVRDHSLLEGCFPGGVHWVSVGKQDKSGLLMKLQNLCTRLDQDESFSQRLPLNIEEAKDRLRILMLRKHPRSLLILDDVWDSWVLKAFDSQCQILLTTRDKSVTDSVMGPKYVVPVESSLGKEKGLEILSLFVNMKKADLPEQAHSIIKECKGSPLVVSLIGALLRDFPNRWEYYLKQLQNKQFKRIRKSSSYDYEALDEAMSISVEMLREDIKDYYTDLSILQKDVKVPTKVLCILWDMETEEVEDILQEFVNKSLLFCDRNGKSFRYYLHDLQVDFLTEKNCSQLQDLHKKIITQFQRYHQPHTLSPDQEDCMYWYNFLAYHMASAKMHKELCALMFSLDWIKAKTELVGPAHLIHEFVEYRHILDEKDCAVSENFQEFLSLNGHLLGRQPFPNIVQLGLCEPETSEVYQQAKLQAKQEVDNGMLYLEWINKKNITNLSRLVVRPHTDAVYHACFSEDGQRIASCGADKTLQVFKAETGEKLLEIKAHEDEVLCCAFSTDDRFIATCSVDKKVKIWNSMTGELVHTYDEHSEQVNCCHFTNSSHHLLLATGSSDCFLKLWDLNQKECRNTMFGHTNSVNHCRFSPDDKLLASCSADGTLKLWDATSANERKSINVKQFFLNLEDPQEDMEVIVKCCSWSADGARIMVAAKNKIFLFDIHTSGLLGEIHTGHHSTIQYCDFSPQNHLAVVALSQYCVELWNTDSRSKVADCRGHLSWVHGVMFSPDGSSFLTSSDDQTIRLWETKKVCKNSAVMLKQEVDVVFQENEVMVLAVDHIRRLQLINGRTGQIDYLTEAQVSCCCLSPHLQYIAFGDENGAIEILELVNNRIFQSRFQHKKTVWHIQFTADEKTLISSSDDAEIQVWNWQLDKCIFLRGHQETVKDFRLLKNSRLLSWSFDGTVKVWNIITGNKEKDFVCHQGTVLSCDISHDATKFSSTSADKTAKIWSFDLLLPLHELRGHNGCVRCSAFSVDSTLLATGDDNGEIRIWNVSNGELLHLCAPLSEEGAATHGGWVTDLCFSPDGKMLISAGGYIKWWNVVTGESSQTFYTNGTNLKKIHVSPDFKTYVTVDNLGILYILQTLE
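Material: reconstituted apoptosome with Apaf-1, cytochrome c, caspase-9, procaspase-3, dATP. Technique: Rh110 fluorescence intensity. Buffer or medium: pH 7.5 Hepes buffer with CHAPS, BSA, DTT. Times: 30 min plus 50 min, RT.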
PfG6PD inh: PfG6PD (Plasmodium falciparum) enzyme inhibition. PfGluPho enzyme, NADPH resazurin-diaphorase fluorescence. inhibition, % at 20 µM. actives 0.78% (n = 350,000);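 active means inhibition reaching at least a set limit at 20 µM in the primary screen, cut at about 59% in these data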;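 further: 0% = DMSO wells with substrate and 100% = DMSO wells lacking glucose-6-phosphate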
SENP1 FRET inh: inhibitors of human SENP1 SUMO protease catalytic domain; Q9P0U3; recombinant SENP1 catalytic domain, CyPet-SUMO1-YPet FRET cleavage; inhibition, % at 10 µM; actives 0.21% (n = 360,000); AID 624204;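 active means inhibition at least 30% at 10 µM, raw YFP signal under a set limit, fluorescence ratio 0.5 to 1.5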;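 further: 0% = enzyme with DMSO and 100% = no enzyme wells; some results filed as inactive read as strong as hits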
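System: Recombinant human SENP1 catalytic domain, His6-tagged | Incubation: Enzyme reaction for 50 min at room temperature, dark | Medium: Tris pH 8 with BME, BSA, NP40 and catalase | Also added: 25 nM SUMO1 FRET substrate | Compound: 10 µM single point, 0.5% DMSO | Measured by: FRET fluorescence in CFP and YFP emission channels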
HKDC1 inhibitor: blocks human hexokinase HKDC1 activity; recombinant HKDC1, G6PDH/diaphorase resazurin coupled fluorescence; AID 493160; inhibition, % at 20 µM; Q2TB90; actives 0.16% (n = 340,000);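 active means inhibition above about 35% when tested at 20 µM, limit read from the data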;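 further: plate controls were DMSO wells with enzyme for no effect and DMSO wells lacking enzyme for full effect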
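Assay system: in-house recombinant HK5 (HKDC1) enzyme. Input: HKDC1 at 5 µg/mL. Medium: Tris pH 8.0 buffer with MgCl2, Tween-20, BSA, BME. Dosing: single 20 µM dose. Schedule: 90 min reaction incubation at room temperature, dark. Signal: resazurin-to-resorufin fluorescence via G6PDH and diaphorase coupling, 525/613 nm. Controls: DMSO-enzyme wells negative, buffer-substituted wells positive.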
SENP8 block-2: inhibitors of human SENP8 protease; Q96LD8; recombinant SENP8, Nedd8 substrate fluorescence; inhibition, % at 20 µM; actives 0.64% (n = 360,000); AID 602440; in the data active means inhibition mostly above about 40%, no sharp cut-off; inactive means mostly below about 27%
The depositor's hits bear a star; i = inactive; / = not tested or not shown.

#1 CC(=O)NC(Cc1ccccc1)C(=O)N1CCN(C(=O)c2ccco2)CC1 (stereo not drawn)
#2 CC(C)C(C)NC(=O)CSc1nnc(-c2c[nH]c3ccccc23)o1 (stereo not drawn)
#3 COc1cccc(C=Nc2ccccc2C(=O)Nc2ccccc2)c1O
#4 Cc1cc(N)ccc1S(C)(=O)=O
#5 Cn1nnnc1SCC(=O)Nc1cccc(S(=O)(=O)N2CCCCC2)c1
#6 O=C(O)c1ccc(Cl)c(S(=O)(=O)N2CCC(Cc3ccccc3)CC2)c1
#7 CCOC(=O)C(=O)NCC(c1ccco1)S(=O)(=O)c1cccs1 (stereo not drawn)
#8 CCN(CC)S(=O)(=O)c1ccc(NS(=O)(=O)c2cccs2)cc1

screen / no.	1	2	3	4	5	6	7	8
SENP8 block-1	-7	-7	-9	-6	-13	-4	0	4
SENP7 block	-2	-1	-11	-7	-6	1	-9	-4
SENP6 inh	-19	-1	9	-14	-13	-11	-9	11
Apaf-1 inh	-2	-27	2	2	8	4	6	-4
PfG6PD inh	-9	0	6	-9	-2	-20	-15	-14
SENP1 FRET inh	4	-1	4	1	2	3	2	1
HKDC1 inhibitor	-5	-3	-8	-6	4	-7	-4	-2
SENP8 block-2	6	11	-402	23	4	0	1	18

#9 Fc1ccccc1Nc1n[nH]c(=S)s1
#10 COc1cc2cc3c(N)c(C(=O)NCc4ccco4)sc3nc2cc1OC
#11 CC(=O)N1CCN(c2ccc(NCc3ccc(-c4cccc(Cl)c4)o3)cc2)CC1
#12 O=C(CSc1n[nH]c(=O)n1C1CC1)Nc1cc(Cl)ccc1Oc1ccccc1
#13 O=C(NC1CC1)c1cc(=O)c2ccccc2o1
#14 COc1ccc(CCC(=O)NNC(=O)c2ccccn2)cc1OC
#15 COc1ccc(C(=O)Nc2ccc(NC(=O)CSc3nnc(-c4ccncc4)n3C)cc2)cc1
#16 O=C(Nc1ccc(F)cc1Cl)C1CCN(C(=O)Nc2ccccc2)CC1

screen / no.	9	10	11	12	13	14	15	16
SENP8 block-1	-1	14	6	0	-3	-5	-4	-3
SENP7 block	7	1	6	0	-2	-1	3	-5
SENP6 inh	12	4	8	5	-19	3	-2	10
Apaf-1 inh	-7	-1	43*	9	-6	0	3	-1
PfG6PD inh	1	37	45	31	-6	23	18	12
SENP1 FRET inh	-1	18	-26	-1	0	1	1	-1
HKDC1 inhibitor	-7	9	6	2	1	-8	-7	3
SENP8 block-2	9	-453	-216	17	11	2	2	1

#17 COc1ccc(CCNC(=O)CCc2ccc(S(=O)(=O)NC(C)C)cc2)cc1
#18 CC(C(=O)OCC(=O)c1ccccc1)N1C(=O)C2C3CCC(C3)C2C1=O (stereo not drawn)
#19 CCc1c(C)nc(SCC(=O)N2CCCCC2)[nH]c1=O
#20 O=C(c1cc(C2CC2)nn1-c1ccccc1)N1CCN(Cc2c(F)cccc2Cl)CC1
#21 O=C(CNC(=O)c1ccc(Cl)cc1)NC1CCCCC1
#22 CC(C)OC(=O)c1nnn(-c2nonc2N)c1CSc1ccccn1
#23 CN(C)S(=O)(=O)c1cccc(NC(=O)COC(=O)COc2ccc(Br)cc2)c1
#24 Cc1cccc(N(C(=O)c2snc(C(N)=O)c2N)C(C)C(=O)NCC2CCCO2)c1 (stereo not drawn)

screen / no.	17	18	19	20	21	22	23	24
SENP8 block-1	-4	-10	-3	2	5	-2	-10	0
SENP7 block	6	-1	0	7	3	-7	-8	4
SENP6 inh	7	-11	17	4	-6	-12	-14	-8
Apaf-1 inh	-4	7	-9	21	4	4	5	1
PfG6PD inh	13	5	-15	4	-3	23	-1	0
SENP1 FRET inh	-1	-2	0	0	1	0	7	-8
HKDC1 inhibitor	-11	-4	0	-2	5	-3	-20	-7
SENP8 block-2	7	10	14	11	4	22	-134	-463

#25 COc1ccc(C2=NS(=O)(=O)N(C)C(C(=O)Nc3ccc(OC)c(OC)c3)=C2)cc1
#26 O=C1c2ccccc2-c2c1cccc2C(=O)N1CCCCC1
#27 Cc1c(C(=O)N2CCN(C3CCS(=O)(=O)C3)CC2)oc2c(F)cccc12 (stereo not drawn)
#28 CC(C)NS(=O)(=O)c1ccc2c(c1)oc(=O)n2C
#29 O=c1oc2ccccc2cc1-c1csc(Nc2ccc(O)cc2)n1
#30 O=C(NC1CCCC1)c1cc(COc2ccc3ncccc3c2)on1
#31 Cc1ccccc1NC(=S)NCCc1ccc(S(N)(=O)=O)cc1
#32 COc1ccc(S(=O)(=O)N(CC(=O)NCc2ccccn2)Cc2ccccc2)cc1

screen / no.	25	26	27	28	29	30	31	32
SENP8 block-1	5	-2	3	-3	38	1	-8	-4
SENP7 block	-5	5	11	-8	34	-2	2	-7
SENP6 inh	-18	14	-2	-10	-1	-8	-25	4
Apaf-1 inh	10	2	-11	3	25	3	3	3
PfG6PD inh	52	-20	-6	2	40	5	-1	3
SENP1 FRET inh	0	4	-1	2	10	0	1	1
HKDC1 inhibitor	5	9	3	-4	-1	-8	-9	-7
SENP8 block-2	1	10	-2	5	-3	-1	14	-1

#33 COCc1cc(CNC(=O)C2CCC(=O)N(Cc3cccc(OC)c3)C2)[nH]n1 (stereo not drawn)
#34 Cc1cccn2c(=O)c3cc(C(=O)NCCCn4ccnc4)n(C)c3nc12
#35 Cc1cc(C(=O)COC(=O)c2ccc[nH]c2=O)c(C)n1-c1ccccc1F
#36 O=C(Nc1ccccc1C(=O)O)c1cccc(NS(=O)(=O)c2ccc(Br)cc2)c1
#37 CCOC(=O)NC(=O)/C(C#N)=N\Nc1cccc(OC)c1
#38 COc1ccc(N(CC(=O)NCc2ccco2)C(=O)CCC(=O)Nc2ccccn2)cc1
#39 COc1ccccc1CNC(=O)COC(=O)CCN=C1NS(=O)(=O)c2ccccc21
#40 COc1ccc(N(CC(=O)Nc2cc(C)ccc2C)S(=O)(=O)c2c(C)noc2C)cc1

screen / no.	33	34	35	36	37	38	39	40
SENP8 block-1	-9	/	-3	/	-17	1	-8	-2
SENP7 block	-7	/	-7	/	1	2	3	-2
SENP6 inh	-16	/	-2	/	-11	-3	5	5
Apaf-1 inh	6	/	-4	/	6	2	-7	11
PfG6PD inh	5	2	9	-25	-4	-6	11	6
SENP1 FRET inh	2	-88	3	-3	2	1	-2	0
HKDC1 inhibitor	-2	-4	-7	0	-5	-6	2	-2
SENP8 block-2	9	-269	4	-2	8	7	5	15

4 entries from above, with each value named.
15	COc1ccc(C(=O)Nc2ccc(NC(=O)CSc3nnc(-c4ccncc4)n3C)cc2)cc1
  SENP8 block-1 = -4
  SENP7 block = 3
  SENP6 inh = -2
  Apaf-1 inh = 3
  PfG6PD inh = 18
  SENP1 FRET inh = 1
  HKDC1 inhibitor = -7
  SENP8 block-2 = 2
16	O=C(Nc1ccc(F)cc1Cl)C1CCN(C(=O)Nc2ccccc2)CC1
  SENP8 block-1 = -3
  SENP7 block = -5
  SENP6 inh = 10
  Apaf-1 inh = -1
  PfG6PD inh = 12
  SENP1 FRET inh = -1
  HKDC1 inhibitor = 3
  SENP8 block-2 = 1
17	COc1ccc(CCNC(=O)CCc2ccc(S(=O)(=O)NC(C)C)cc2)cc1
  SENP8 block-1 = -4
  SENP7 block = 6
  SENP6 inh = 7
  Apaf-1 inh = -4
  PfG6PD inh = 13
  SENP1 FRET inh = -1
  HKDC1 inhibitor = -11
  SENP8 block-2 = 7
18	CC(C(=O)OCC(=O)c1ccccc1)N1C(=O)C2C3CCC(C3)C2C1=O (stereo not drawn)
  SENP8 block-1 = -10
  SENP7 block = -1
  SENP6 inh = -11
  Apaf-1 inh = 7
  PfG6PD inh = 5
  SENP1 FRET inh = -2
  HKDC1 inhibitor = -4
  SENP8 block-2 = 10

Next results
#41 CC(=O)c1ccc(N2CCN(C(=O)c3c(-c4ccccc4Cl)noc3C)CC2)cc1
#42 CSCCC(NC(=O)/C(=C\c1ccco1)NC(=O)c1ccco1)C(=O)O (stereo not drawn)
#43 Nc1c(NCCCN2CCOCC2)c2ccccc2oc1=O
#44 Cc1cc(C(=O)COC(=O)Cc2n[nH]c(=O)c3ccccc23)c(C)n1CC(F)(F)F
#45 CCC(=O)Nc1cccc(NC(=S)NC(=O)c2ccc(C)cc2)c1
#46 Cc1ccc(Nc2cc(C(=O)NCCCN3CCOCC3)c3ccccc3n2)cc1C
#47 O=C(CSc1ncccn1)N1CCC(Cc2ccccc2)CC1
#48 O=C(CCc1ccncc1)N1CCCC(Nc2ccc(F)c(F)c2)C1 (stereo not drawn)

screen / no.	41	42	43	44	45	46	47	48
SENP8 block-1	10	-4	4	3	-16	0	-1	2
SENP7 block	3	8	0	-4	-4	15	7	-2
SENP6 inh	8	10	5	-4	-23	-6	18	-4
Apaf-1 inh	11	0	-14	-5	5	1	-5	-5
PfG6PD inh	-6	-7	-3	8	-3	15	-3	10
SENP1 FRET inh	2	-2	0	0	4	-5	-1	1
HKDC1 inhibitor	-2	-6	4	-4	-3	-1	0	-5
SENP8 block-2	-206	4	38*	10	12	-28	5	13

#49 CCn1cc(Cl)c(C(=O)NNC(=O)CCn2cc([N+](=O)[O-])cn2)n1
#50 Cc1cccc(NC(=S)NCCc2ccc(Cl)cc2)c1C
#51 C=CCn1c(Sc2nncn2C)nc2c1c(=O)[nH]c(=O)n2C
#52 COC(=O)c1cc(OC)c(OC)cc1NCC(=O)Nc1ccc(C)cc1
#53 COc1ccc(OC)c(Nc2ccc(C(=O)O)cc2[N+](=O)[O-])c1
#54 CCOC(=O)C1CCN(c2ncnc3c2c(-c2ccccc2)cn3-c2ccc(C)cc2)CC1
#55 O=C(Nc1cccc2ccccc12)NC1CCCc2ccccc21 (stereo not drawn)
#56 O=C(CSc1nc2ccc([N+](=O)[O-])cc2[nH]1)c1ccc(Cl)cc1

screen / no.	49	50	51	52	53	54	55	56
SENP8 block-1	0	-6	-1	-2	-8	-2	5	-2
SENP7 block	-1	1	1	6	-6	-6	8	5
SENP6 inh	0	-11	-17	10	5	-4	-8	1
Apaf-1 inh	-10	22	1	4	-2	-1	-8	1
PfG6PD inh	-22	-11	-17	3	0	-4	-18	24
SENP1 FRET inh	2	0	1	0	5	47*	2	3
HKDC1 inhibitor	18	-4	4	-5	-6	2	-5	-6
SENP8 block-2	-1	4	8	-281	27	-10	-94	14

#57 CNC(=O)c1cc(S(=O)(=O)Nc2ccc(C)cc2C)ccc1C
#58 O=C(Nc1ccncc1)c1cc(-c2cccc(Br)c2)nc2ccccc12
#59 CCc1ccc(C(=O)NCc2cnn(C)c2)s1
#60 CCN(CC)CCNS(=O)(=O)c1ccc(Cl)cc1
#61 Cc1ccc(S(=O)(=O)Nc2cc(C(F)(F)F)ccc2N2CCOCC2)cc1C
#62 CCCCCCSc1ccc(-c2nc3ccc(Cl)cn3c2NC2CCCCC2)cc1
#63 C=C1CC2(OC1=O)c1ccccc1CCc1ccccc12

screen / no.	57	58	59	60	61	62	63
SENP8 block-1	-7	-14	-3	0	0	-1	/
SENP7 block	3	5	6	-6	-1	-4	/
SENP6 inh	3	-19	21	-10	-1	2	/
Apaf-1 inh	-5	47*	-10	8	32	24	/
PfG6PD inh	-16	9	1	-15	5	-9	56
SENP1 FRET inh	2	1	0	-1	2	-37	1
HKDC1 inhibitor	-5	1	-2	-4	9	9	16
SENP8 block-2	4	-6	8	9	13	i	10

Bioassay records from PubChem.
